# Screening results (PubChem BioAssay)
# PAD4 FP inh – human PAD4 inhibitors, primary screen, biochemical, fluorescence polarization, 1536-well format; inhibition, % at 6.36 µM; recombinant PAD4, RCA probe fluorescence polarization; Protein-arginine deiminase type-4 (Homo sapiens), Q9UM07; 0.41% of 330,000 active;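 active = percent inhibition above a cutoff equal to the mean of all tested compounds plus 3 SD, cut at about 15% in these data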;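 note: 0% = PAD4 with RCA probe and DMSO and 100% = probe without PAD4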
# Target sequence (Q9UM07 whole entry, looked up): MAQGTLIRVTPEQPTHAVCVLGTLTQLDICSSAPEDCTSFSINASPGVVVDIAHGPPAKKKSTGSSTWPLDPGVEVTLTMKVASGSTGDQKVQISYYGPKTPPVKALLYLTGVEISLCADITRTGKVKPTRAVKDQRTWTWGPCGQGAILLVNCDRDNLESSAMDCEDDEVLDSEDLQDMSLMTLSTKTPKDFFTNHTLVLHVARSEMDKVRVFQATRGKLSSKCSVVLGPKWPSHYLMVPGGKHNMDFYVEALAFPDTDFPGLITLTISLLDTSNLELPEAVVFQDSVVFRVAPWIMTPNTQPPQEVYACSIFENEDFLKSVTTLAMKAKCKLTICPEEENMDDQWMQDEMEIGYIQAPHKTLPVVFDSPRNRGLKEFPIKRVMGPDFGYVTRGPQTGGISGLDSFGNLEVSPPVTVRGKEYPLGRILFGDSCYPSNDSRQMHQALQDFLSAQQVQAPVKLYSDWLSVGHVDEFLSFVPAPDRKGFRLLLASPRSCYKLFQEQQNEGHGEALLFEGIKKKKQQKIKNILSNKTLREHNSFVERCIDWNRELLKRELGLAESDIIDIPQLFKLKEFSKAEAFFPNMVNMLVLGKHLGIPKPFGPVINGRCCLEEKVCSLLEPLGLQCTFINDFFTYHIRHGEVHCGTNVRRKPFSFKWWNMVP
# GLD-1 TGE inh – GLD-1/TGE RNA complex disruptors, primary screen, biochemical, fluorescence polarization; purified GLD-1 + fluorescein TGE RNA; inhibition, % at 5.96 µM; 0.44% of 320,000 active;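 active = percent inhibition above a per-plate cutoff, the plate mean of test compounds plus 3 SD, cut at about 30% in these data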;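 note: 0% = DMSO wells with GLD-1 and probe and 100% = wells lacking GLD-1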
# Target sequence (Q17339 whole entry, looked up): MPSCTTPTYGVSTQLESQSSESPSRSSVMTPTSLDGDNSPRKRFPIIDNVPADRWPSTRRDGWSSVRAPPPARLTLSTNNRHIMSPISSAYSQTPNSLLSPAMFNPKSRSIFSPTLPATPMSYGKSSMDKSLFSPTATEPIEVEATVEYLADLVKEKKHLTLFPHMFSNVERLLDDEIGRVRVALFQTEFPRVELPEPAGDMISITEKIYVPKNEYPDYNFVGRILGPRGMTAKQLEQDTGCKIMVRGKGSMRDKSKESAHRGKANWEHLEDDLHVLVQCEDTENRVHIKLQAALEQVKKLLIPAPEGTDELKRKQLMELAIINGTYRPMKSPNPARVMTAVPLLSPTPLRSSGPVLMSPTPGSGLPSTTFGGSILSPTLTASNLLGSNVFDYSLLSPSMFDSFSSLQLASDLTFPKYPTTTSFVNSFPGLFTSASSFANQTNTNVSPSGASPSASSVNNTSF
# * = called active by the depositor. These rows are one share of the data; count on the stated rates, not on these rows.
structure | PAD4 FP inh | GLD-1 TGE inh
CN(C(=O)CSc1nncc2ccccc12)c1ccccc1 | 7 | 5
Cc1ccc(C(C)C)c(OCC(=O)NNCC(=O)Nc2cccc(F)c2)c1 | -2 | 5
COc1ccc(S(=O)(=O)N(C)C[C@H]2Oc3c(NC(=O)Cc4ccccc4)cccc3C(=O)N([C@H](C)CO)C[C@@H]2C)cc1 | 4 | 0
COc1cc2sc3cc(NCc4ccc(C)o4)ccc3c(=O)c2cc1OC | -15 | 2
CN(Cc1c(F)cccc1Cl)C(=O)c1ccc(NC(=O)CC2SC(N3CCCCC3)=NC2=O)cc1 (stereo not given) | -1 | 5
CCOC(=O)C1CCN(S(=O)(=O)c2ccc3c4c(cccc24)C(=O)N3CC)CC1 | 4 | 7
Nc1ncnc2c1ncn2[C@@H]1O[C@H](CNCc2ccccc2OCc2ccc(Cl)cc2Cl)[C@@H](O)[C@H]1O | -4 | 1
NC(=O)c1ccccc1NC(=O)COC(=O)CSCc1cccc(Cl)c1 | -5 | 5
O=C(CSc1ccc([N+](=O)[O-])cc1)Nc1ccccc1N1CCOCC1 | -5 | -4
C=CCSc1nnc(NC(=O)C2CC(=O)N(c3ccc4c(c3)OCCO4)C2)s1 (stereo not given) | -1 | 3
CC(C)Oc1ccc(C(=O)OCC(=O)c2ccc[nH]2)cc1 | 0 | 1
COc1ccccc1NS(=O)(=O)c1ccc(C)c(C(=O)NNC(=O)c2csc(N3CCOCC3)n2)c1 | 2 | 4
O=C(C[C@@H]1C/C=C\CCC(=O)OC[C@@H]2CCCN2C1=O)N[C@@H](CO)Cc1ccccc1 | -3 | 3
O=C1CN(C(=O)CSc2ccccn2)c2ccccc2N1 | -1 | 3
N#Cc1cccc(NC(=O)CCc2ccc(S(=O)(=O)N3CCOCC3)cc2)c1 | -1 | -1
Cc1cccc(C(=O)NCC(=O)OCc2nc(N)nc(Nc3ccccc3C)n2)c1 | -1 | 0
C[C@H](CO)N1C[C@H](C)[C@@H](CN(C)C(=O)Nc2ccc(C(F)(F)F)cc2)Oc2ccc(NC(=O)NC3CCCCC3)cc2C1=O | 1 | 4
CC1(c2ccccc2)NC(=O)N(CC(=O)Nc2ccc(N3CCOCC3)cc2)C1=O (stereo not given) | 1 | 2
O=C(COc1ccc(F)cc1Br)NCCCN1CCCC1=O | -2 | 2
O=C(O)c1ccc(C=NNC(=O)c2ccccc2NS(=O)(=O)c2cccs2)cc1 | -3 | 7
C[C@H]1CN([C@@H](C)CO)C(=O)Cc2cc(NC(=O)CCC(F)(F)F)ccc2O[C@H]1CN(C)CC1CC1 | 3 | 1
CC(C)(O)[C@H](O)Cc1cc2ccc(=O)oc2cc1O[C@@H]1O[C@H](CO)[C@@H](O)[C@H](O)[C@H]1O | 4 | 3
O=C(NN=Cc1ccc(F)cc1)c1ccccc1NS(=O)(=O)c1cccs1 | -2 | 0
O=C(COC(=O)CC1CC2CCC1C2)Nc1ccccc1Cl (stereo not given) | -1 | 3
C[C@H](CO)N1C[C@H](C)[C@@H](CN(C)C(=O)Nc2ccc3c(c2)OCO3)Oc2ccc(NC(=O)NC3CCCCC3)cc2C1=O | 4 | 5
COc1ccc(Cl)cc1C(=O)NNC(=O)COC(=O)c1cccs1 | -2 | 2
CCOc1ccccc1N1CC(C(=O)N(CC)C2CCS(=O)(=O)C2)CC1=O (stereo not given) | -4 | 1
COc1cc(CC(=O)N(CC(C)C)C2CCS(=O)(=O)C2)cc(OC)c1OC (stereo not given) | -2 | 3
O=C(CN1C(=O)NC2(CCCC2)C1=O)NCc1ccco1 | 2 | 2
CCc1ccc([C@@H]2CC=C(C(=O)O)[C@H](c3ccc(C)cc3)N2S(=O)(=O)c2ccc(C)cc2)cc1 | 0 | 0
Cc1ccc2c(c1)[C@@H]1[C@H](CO2)[C@H](c2ccccc2)[C@]2(C)C(=O)N[C@H](C)C(=O)N12 | 2 | 5
O=C(CN1C(=O)c2ccccc2S1(=O)=O)Nc1cccc(S(=O)(=O)N2CCCCC2)c1 | -2 | 6
COc1ccc(-c2c(-c3ccccc3)n(C)c3ccccc23)cc1 | 0 | 13
O=C1NC[C@H](c2ccccc2)OC(=O)[C@@H](Cc2ccc(F)cc2)CC/C=C/C[C@H]1CC(=O)N(CCO)Cc1ccccc1 | -3 | 4
Cc1ccc(CSc2nnc(-c3cccc4ccccc34)o2)cc1 | -1 | 5
COc1ccc(C2=NOC(Cn3nc(-c4ccccc4)cc3C(=O)NCc3ccc(C)cc3)C2)cc1 (stereo not given) | -3 | -1
C[C@H]1CN([C@@H](C)CO)C(=O)c2cccc(NC(=O)C3CC3)c2O[C@H]1CN(C)Cc1ccc(C(F)(F)F)cc1 | 1 | 7
CCc1cccc(NC(=O)CC2SC(N3CCCC3)=NC2=O)c1 (stereo not given) | -3 | 3
CCN(C[C@H]1N[C@@](Cc2ccccc2)(C(=O)OC)[C@H]2C(=O)N(C)C(=O)[C@@H]12)C(=O)Nc1ccc(C(F)(F)F)cc1 | -2 | 0
Cc1ccc(C(=O)NCC(=O)NCC(c2cccs2)N(C)C)cc1C (stereo not given) | -1 | 2
CCC(CO)Oc1cc(NCc2ccc(O)cc2)c2ncn(C(C)C)c2c1 (stereo not given) | -3 | -1
COc1ccccc1NC(=O)c1ccc(NC(=O)COC(=O)c2cccnc2Cl)cc1 | -2 | -3
O=C(COC(=O)CCC(=O)N1CCOCC1)Nc1ccc(Br)cc1Br | -3 | -1
C/C=C/c1ccc(OCC(=O)NNC(=O)CN(C)S(=O)(=O)c2ccc(C)cc2)c(OC)c1 | -1 | 3
Cn1c(N)c(C(=O)COC(=O)/C=C/c2ccc(Cl)c(Cl)c2)c(=O)n(C)c1=O | -1 | 4
CC(C)NC(=O)N(C)C[C@H]1Oc2c(NC(=O)Cc3ccccc3)cccc2C(=O)N([C@H](C)CO)C[C@@H]1C | 0 | 2
O=C(NCc1ccccc1Cl)[C@@H]1CCCN1S(=O)(=O)c1ccc(Cl)cc1 | 3 | 18
Cc1ccc(S(=O)(=O)N2CCN(CC(=O)N3CCCC3)CC2)c(C)c1 | -4 | 0
C=CC[C@@H](CC(=O)NCCO)C(=O)N[C@H](C)COC(=O)[C@@H](CC=C)Cc1ccc(F)cc1 | 4 | 8
CS(=O)(=O)Cc1ccc(C(=O)NNC(=O)c2cc(-c3ccccc3)n[nH]2)cc1 | 1 | 6

# (next part)
structure | PAD4 FP inh | GLD-1 TGE inh
COc1ccc(S(=O)(=O)N(C)C[C@H]2Oc3c(NS(=O)(=O)c4cn(C)cn4)cccc3C(=O)N([C@H](C)CO)C[C@@H]2C)cc1 | -3 | -7
CC(C)[C@H](NC(=O)c1cccc(S(=O)(=O)N2CCOCC2)c1)C(=O)NCc1ccc(F)cc1 | 2 | 1
CC[C@@]1(C(=O)OC)N[C@H](CN(C)C(=O)Nc2ccc(Cl)cc2)[C@@H]2C(=O)N(C)C(=O)[C@@H]21 | -7 | 6
Cc1ccc(CNC(=O)CNC(=O)c2ccc(C(C)(C)C)cc2)n1C | -1 | 5
CCOc1cc(NCc2ccccc2)c2ncn(C(C)C)c2c1 | -8 | 3
COc1ccccc1N1CC(C(=O)Nc2ccc(S(=O)(=O)N3CCCC3)cc2)CC1=O (stereo not given) | -4 | 5
CCCc1cc(=O)[nH]c(SCC(=O)NC2CC2)n1 | -2 | 7
Cc1noc(C)c1NC(=O)N(C)C[C@H]1Oc2c(NS(=O)(=O)c3cccs3)cccc2C(=O)N([C@H](C)CO)C[C@@H]1C | 0 | 11
COC(=O)c1c(C)[nH]c(C(=O)OCc2csc(CC(=O)Nc3ccccc3C)n2)c1C | -12 | -2
C[C@H](CO)N1C[C@H](C)[C@@H](CN(C)S(=O)(=O)c2ccc(F)cc2)Oc2ccc(NC(=O)Nc3ccc4c(c3)OCO4)cc2C1=O | 1 | 7
C=CCC[C@@H](Cc1ccc(F)cc1)C(=O)OC[C@@H](NC(=O)[C@@H](CC=C)CC(=O)N(CCO)Cc1ccccc1)c1ccccc1 | 0 | 7
O=C(COC(=O)COc1ccccc1)Nc1ncc(Cl)cc1Cl | -1 | 8
Cc1sc2ccccc2c1CNC[C@H]1O[C@@H](n2cnc3c(N)ncnc32)[C@H](O)[C@@H]1O | -4 | 3
O=C(CSc1n[nH]c(-c2ccc(Br)cc2)n1)NC1CCCC1 | 2 | 1
N#CCCN(C(=O)CSc1n[nH]c(=O)[nH]c1=O)c1ccccc1 | 2 | -1
O=C(C[C@H]1C/C=C\C[C@H](Cc2ccc(F)cc2)C(=O)O[C@@H](c2ccccc2)CNC1=O)N[C@H](CO)Cc1ccccc1 | -5 | 9
COC(=O)[C@]1(C)N[C@H](CN(C)S(=O)(=O)c2ccc(C(F)(F)F)cc2)[C@@H]2C(=O)N(C)C(=O)[C@@H]21 | 2 | 2
COc1ccc(S(=O)(=O)Nc2ccccc2OC)cc1N=Nc1c(O)[nH]c(=S)[nH]c1=O | 2 | -25
COc1ccc(CNC(=O)CN2CCN(S(=O)(=O)c3c(C)c(C)cc(C)c3C)CC2)cc1OC | -1 | 3
O=C(CSC(=O)c1ccccc1)Nc1ccccc1F | 10 | 6
COc1cc(NC(=O)Cn2cnc3c(SC)nc(N)nc32)cc(OC)c1OC | 0 | 1
CN(C)S(=O)(=O)c1ccc(C(=O)Nc2ccc3nc(N4CCOCC4)sc3c2)cc1 | -8 | 5
CCCCOc1cc(NCc2ccccc2)c2ncn(C(C)C)c2c1 | -11 | 2
COc1cc(C(=O)OCC(=O)Nc2ccc(S(=O)(=O)NC3=NCCCCC3)cc2)cc(OC)c1OC | -2 | 7
Cc1noc(C)c1NC(=O)Nc1cccc2c1O[C@H](CN(C)S(=O)(=O)c1c(C)noc1C)[C@@H](C)CN([C@H](C)CO)C2=O | 5 | 2

# Whole records from above:
# COc1ccccc1N1CC(C(=O)Nc2ccc(S(=O)(=O)N3CCCC3)cc2)CC1=O (stereo not given) is listed as PAD4 FP inh = -4; GLD-1 TGE inh = 5
# O=C(COC(=O)COc1ccccc1)Nc1ncc(Cl)cc1Cl is listed as PAD4 FP inh = -1; GLD-1 TGE inh = 8

# Fetched by structure from the list above:
structure | PAD4 FP inh | GLD-1 TGE inh
N#CCCN(C(=O)CSc1n[nH]c(=O)[nH]c1=O)c1ccccc1 | 2 | -1
Cc1ccc2c(c1)[C@@H]1[C@H](CO2)[C@H](c2ccccc2)[C@]2(C)C(=O)N[C@H](C)C(=O)N12 | 2 | 5

# More results.
structure | PAD4 FP inh | GLD-1 TGE inh
O=C(COC(=O)c1nn(CCO)c(=O)c2ccccc12)Nc1ccc(Cl)c(Cl)c1 | 1 | 2
O=C(C[C@@H]1C/C=C\C[C@@H](Cc2ccc(F)cc2)C(=O)OC[C@@H]2CCCN2C1=O)N[C@H](CO)Cc1ccccc1 | -1 | 3
O=C(CNC(=O)c1ccccc1F)Nc1ccc2c(c1)OCO2 | -4 | 6
CCN1C(=O)[C@H]2[C@@H](c3ccc(-c4ccc5c(c4)OCO5)cc3)N[C@@](Cc3ccccc3)(C(=O)OC)[C@H]2C1=O | 2 | 3
CN(C)Cc1c(C(C)(C)O)[nH]c2ccc(C(F)(F)F)cc12 | -3 | 5
Cc1cccc(N2CCN(C(=O)c3ccc4nccnc4c3)CC2C)c1 (stereo not given) | -4 | 5
CCCN(C(=O)CSc1ccccc1C(=O)O)C1CCS(=O)(=O)C1 (stereo not given) | -1 | 6
COc1ccc(C(=O)OCC(=O)NC2CC2)cc1F | 1 | 0
CC(C)NC(=O)N(C)C[C@H]1Oc2ccc(NS(=O)(=O)c3ccc(F)cc3)cc2C(=O)N([C@H](C)CO)C[C@@H]1C | 2 | -2
O=C(CSc1nnc(-c2ccccc2F)o1)NC1CC1 | -1 | 1
O=C(Nc1ccc(S(=O)(=O)NC2=NCCCCC2)cc1)c1cccs1 | -1 | 2
Cc1c(C(=O)N2CCC2)oc2c(F)cccc12 | -4 | 4
CCOc1ccccc1OCCCC(=O)Nc1cc(S(=O)(=O)N2CCOCC2)ccc1OC | 6 | -2
C=CCn1cnnc1SCC(=O)N(C)CC1COc2ccccc2O1 (stereo not given) | 6 | 5
COC(=O)[C@H](CC(C)C)N(Cc1ccccc1)S(=O)(=O)N(Cc1ccccc1)[C@@H](CC(C)C)C(=O)OC | 2 | 8
CC1CCCCC12NC(=O)N(CC(=O)NNC(=O)c1ccc(Br)cc1)C2=O (stereo not given) | 2 | 1
c1ccc(C[C@H]2CN=C(Nc3ccccc3)N2CC2CCCCCC2)cc1 | -1 | 5
O=C(Nc1ccccc1)[C@@H]1CCCN1S(=O)(=O)c1ccc(Cl)cc1 | 1 | 3
O=C(CSc1ccccn1)N1CCNC1=O | 1 | 3
CCOCCCNCC(=O)Nc1cc(S(=O)(=O)N2CCOCC2)ccc1N1CCOCC1 | -3 | 0
COc1ccc(CN(C)C(=O)Cn2cnc3c(SC)nc(N)nc32)cc1OC | -5 | -1
CCCc1cc(=O)[nH]c(SCC(=O)Nc2ccc(C(=O)Nc3ccccc3OC)cc2)n1 | -1 | 3
O=C(COC(=O)c1ccc(Cl)cc1[N+](=O)[O-])NCc1ccco1 | 2 | 0
O=C(COC(=O)c1cccc(S(=O)(=O)N2CCOCC2)c1)NCc1ccc2c(c1)OCO2 | 3 | 3
CCOc1ccccc1C(=O)OCC(=O)Nc1cccc(S(=O)(=O)N2CCCC2)c1 | -4 | 5
COc1cc(N)c(Cl)cc1C(=O)OCC(=O)NCC1CCCCC1 | 1 | -5
Cc1noc(C)c1S(=O)(=O)N(C)C[C@H]1Oc2ccc(NS(=O)(=O)c3cn(C)cn3)cc2C(=O)N([C@H](C)CO)C[C@@H]1C | -1 | 4
CCN(CC(=O)NCc1cccs1)C(=O)c1cccc(Cl)c1 | -5 | 3

# Two entries from above in a different format:
# The line under a structure holds: PAD4 FP inh, GLD-1 TGE inh
CCN1C(=O)[C@H]2[C@@H](c3ccc(-c4ccc5c(c4)OCO5)cc3)N[C@@](Cc3ccccc3)(C(=O)OC)[C@H]2C1=O
 : 2, 3
CN(C)Cc1c(C(C)(C)O)[nH]c2ccc(C(F)(F)F)cc12
 : -3, 5
